# Source: PubChem (National Center for Advancing Translational Sciences (NCATS))
# Eya2 phos inh: blocks the phosphatase activity of human Eya2; O00167; recombinant Eya2, OMFP fluorescence dephosphorylation (OMFP is methylfluorescein phosphate); Potency, µM (top dose mostly 76.9 µM), for inactives: at the top dose activity, negative = inhibition, usual class: inhibitors; 330,000 compounds, 0.006% hits; AID 488837; further: potency means the concentration at half of the fitted maximal effect; on the % scale 0 is the no-effect control and ±100 the full control effect
#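 Eya2 protein (added as 0.2 uM solution) was preincubated with compound for 10 min at ambient temperature in 50 mM HEPES pH 7.5, 50 mM NaCl, 5 uM MgCl2, 0.05% BSA, 1 mM DTT. OMFP (added at 50 uM) then reacted 10 min; fluorescence read at 485/525 nm.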
# Tb PFK inh: T. brucei PFK enzyme inhibition; O15648; Potency, µM (top dose mostly 57.5 µM), for the others: at the top dose activity, negative = inhibition, actives largely listed as inhibitors; T. brucei PFK, ADP-Glo luminescence; 330,000 compounds, 0.17% hits; AID 485367;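 further: potency means the concentration at half of the fitted maximal effect; 0% = uninhibited 1x PFK enzyme wells and -100% = no-enzyme wells; nearly all actives have a fitted effect of over 60% in size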
# Target sequence (O15648 whole entry, looked up): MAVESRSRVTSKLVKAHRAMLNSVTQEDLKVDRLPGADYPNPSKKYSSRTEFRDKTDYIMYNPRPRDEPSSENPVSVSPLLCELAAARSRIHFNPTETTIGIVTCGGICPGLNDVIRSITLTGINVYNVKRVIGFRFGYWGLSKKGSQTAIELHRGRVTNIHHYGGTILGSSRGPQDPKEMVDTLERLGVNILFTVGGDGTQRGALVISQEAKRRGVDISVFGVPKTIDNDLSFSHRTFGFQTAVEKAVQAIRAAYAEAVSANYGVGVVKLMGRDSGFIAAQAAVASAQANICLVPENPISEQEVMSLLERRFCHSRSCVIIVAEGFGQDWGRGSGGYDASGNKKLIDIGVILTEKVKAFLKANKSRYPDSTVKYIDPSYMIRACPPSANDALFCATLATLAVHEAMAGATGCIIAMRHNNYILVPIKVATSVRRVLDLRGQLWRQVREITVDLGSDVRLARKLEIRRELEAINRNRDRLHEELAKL
#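 PFK 1.25 nM, F6P 0.5 mM, ATP 0.1 mM, 0.1 M TEA pH 8.0, 5 mM MgCl2, 0.01% Tween20, 0.1% BSA; 45 min RT. ADP-Glo readout. qHTS titration up to 57 uM; curves fitted, compounds curve-classed.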
# TSHR antag: blocks TSH signaling through the human TSH receptor. TSHR-expressing cells, TSH-stimulated cAMP HTRF, 2 h; hits give low values. activity change, negative = inhibition, % at 11.5 µM. 330,000 compounds, 0.2% hits;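 active means activity change below a set negative limit, meaning inhibition stronger than a set level, cut at about -70% in these data; inconclusive means activity change between two set negative limits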; further: on the % scale 0 is the no-effect control and ±100 the full control effect
#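 Read-out is FRET at 665 nm (cryptate excitation 337 nm) from a cryptate-tagged anti-cAMP antibody, competed by cell cAMP against cAMP-d2. Compounds are tested on freshly harvested TSHR cells challenged with 4nM TSH (EC80) for 2 hours at 37 deg C.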
# S-ASM inh: human S-ASM enzyme inhibition. Potency, µM (top dose mostly 57.5 µM), inactives show at the highest dose activity change, negative = inhibition, hits mostly inhibitors. placental ASM, HMU-PC fluorogenic substrate, 60 min. 340,000 compounds, 0.006% hits. P17405; further: potency means the concentration at half of the fitted maximal effect
#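 Steps: dispense placental human ASM, pin compound, wait 10 min at room temperature, add HMU-PC0 substrate at 9 uM final, incubate 60 min at 37 °C, add stop solution raising pH to 10, read fluorescence.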
# PTAP TSG101 blk: blocks PTAP/TSG101 interaction to inhibit HIV-1 budding. Q99816. Fluorescence polarization, FITC-PTAP peptide / Tsg101 binding. Potency, µM (highest dose often 115 µM), inactives show at the highest dose activity change, negative = inhibition, hits mostly inhibitors. 340,000 tested, under 10 active. AID 493005; active means well fitted inhibition curve with a large enough effect in the main read-out, with a control signal flat, not every such curve was filed as active; inconclusive means small, poorly fitted or top-dose-only effect, or effect the other way, or a change in a side signal; inactive means no such curve, though single readings can be large or run the other way; further: potency means the concentration at half of the fitted maximal effect; % of control where 0% means no effect
# Target sequence (Q99816 whole entry, looked up): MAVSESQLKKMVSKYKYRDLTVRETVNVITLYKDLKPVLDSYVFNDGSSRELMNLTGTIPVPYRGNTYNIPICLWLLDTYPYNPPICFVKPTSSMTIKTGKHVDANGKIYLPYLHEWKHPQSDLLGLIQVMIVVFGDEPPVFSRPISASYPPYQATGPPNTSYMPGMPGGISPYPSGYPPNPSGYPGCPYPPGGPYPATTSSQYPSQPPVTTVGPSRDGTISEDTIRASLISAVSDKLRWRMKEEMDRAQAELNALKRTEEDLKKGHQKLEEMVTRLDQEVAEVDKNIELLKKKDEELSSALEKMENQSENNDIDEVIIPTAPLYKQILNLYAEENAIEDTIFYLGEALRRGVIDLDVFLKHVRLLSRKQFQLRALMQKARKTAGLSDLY
#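 Compounds were pin-transferred onto Tsg101 binding domain (10 uM final) in HEPES pH 7.5 buffer, then FITC-PTAP peptide was added at 50 nM final. After 20 min at RT, polarization reported peptide displacement across a qHTS concentration series.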
# Chronic BCR inh: chronic active BCR signaling inhibition | ABC-DLBCL IkBa-CBG/CBR reporter, luminescence ratio, 4 h | Potency, µM (doses to about 46.1 µM), for inactives: top-dose ratio change, negative = lower green/red ratio, hits mostly inhibitors | 340,000 compounds, 0.05% hits | AID 493014; active means well fitted inhibition curve with a large enough effect in the signal ratio, with a control signal flat, not every such curve was filed as active; inconclusive means small, poorly fitted or top-dose-only effect, or effect the other way, or a change in a side signal; the % refers to the signal ratio;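 further: potency means the concentration at half of the fitted maximal effect; plate controls were basal doxycycline-induced cells for no effect and cells given 10 µM MG132 for full effect; MG132 reads +100%, hits lower the ratio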
#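 Compounds up to 46 uM were incubated four hours with TMD8 cells whose green CBG68 luciferase is fused to IkappaBalpha; red CBR luminescence normalised the signal, and concentration-effect curves were fitted to fusion, red and ratio data.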
# ELG1 DNA repair: inhibitors of ELG1-dependent DNA repair in HEK293T cells; Potency, µM (top dose mostly 46.1 µM), without a hit: at the top dose activity change, negative = inhibition, most hits filed as inhibitors; AID 504467; 330,000 compounds, 2.3% hits; HEK293T ELG1-luciferase reporter, luminescence, 16 h; DNA damage induced by 5-fluorouridine; further: potency means the concentration at half of the fitted maximal effect; on the % scale 0 is the no-effect control and ±100 the full control effect; nearly all actives have a fitted effect of over 55% in size
#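 DMSO vehicle served as the neutral condition. Each well held 2,000 cells given 5-fluorouridine plus compound; after 16 hr at 37 °C/5% CO2, ONE-Glo was added and luciferase measured 30 min later.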
# Mito fusion act: inhibitors of mitochondrial division or activators of mitochondrial fusion; AID 485298; 320,000 compounds, 0.23% hits; S. cerevisiae fusion-defective mutant growth rescue, CellTiterGlo 48 h; Potency, µM (highest dose often 46.1 µM), for the others: top-dose growth rescue (activation), actives largely listed as activators;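 further: potency means the concentration at half of the fitted maximal effect; % of control where 0% means no effect; nearly all actives have a fitted effect of over 45% in size; temperature-sensitive fusion mutants such as fzo1-1 at 37 °C on non-fermentable ethanol glycerol medium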
#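 Temperature-sensitive fusion-defective S. cerevisiae (e.g. fzo1-1, mgm1-5) were grown with compound in YPEG medium (3% ethanol, 3% glycerol) for 48 hours at 37C. Growth rescue was measured as viability by CellTiterGlo luminescence after 10 minutes at ambient.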
# TCR activator: activators of T cell receptors. 330,000 tested, under 10 active. AID 504894. primary human leukocytes, anti-CD3, IL-2 HTRF, 48 h. Potency, µM (top dose mostly 9.22 µM), for the others: top-dose activation of IL-2 secretion, most hits filed as activators; further: % of control where 0% means no effect
#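 Primary human leukocytes were stimulated with a-CD3 beads plus compounds for 48 hr without co-stimulation; secreted IL-2 was quantified by HTRF using a-IL-2-K (europium cryptate) and a-IL-2-d2, excited at 320nm with acceptor emission read at 665nm.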
# a7 integrin act: activators of alpha7 integrin expression for muscular dystrophy; alpha7betagal myoblasts, beta-gal FDG fluorescence, 48 h; Potency, µM (highest dose often 38.3 µM), without a hit: at the top dose activation, hits mostly activators; 350,000 compounds, 0.064% hits; AID 624291;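 further: potency means the concentration at half of the fitted maximal effect; 100% = response of the positive control SU9516; nearly all actives have a fitted effect of over 60% in size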
#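 Alpha7betagal+/- myoblasts (passage 13) were plated 16-24 hr, then exposed to compounds (1:260 dilution of DMSO stock) for 48 hours at 37C. After MPER lysis, β-galactosidase reporter activity was read as FDG fluorescence (ex 480/em 540) after 30 minutes.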
# AT treatment: potential ataxia-telangiectasia treatments restoring KAP-1 phosphorylation. […] A-T fibroblasts, KAP-1 phosphorylation AlphaLISA; neocarzinostatin DNA damage 30 min before lysis. Potency, µM (highest dose often 57.5 µM), inactives show at the highest dose activation, hits mostly activators. 320,000 compounds, 0.19% hits. AID 485349; further: potency means the concentration at half of the fitted maximal effect; % of control where 0% means no effect; nearly all actives have a fitted effect of over 45% in size
#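 hTERT-immortalized A-T patient fibroblasts ([…]), 500 cells/well in OPTI-MEM, 1% FBS, got compounds for 60 min, then NCS for 30 min at 37C. Lysates were then assayed for phospho-KAP-1 by AlphaLISA (anti-pKAP1 donor, anti-KAP1 acceptor beads), 6 hr at 25C.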
# The depositor's hits bear a star; ? = inconclusive; · = not tested or not shown; [ ] = remark or other dose. Unless noted, the call rests on the fitted dose curve; in most records, active means well fitted curve in the direction sought with a large enough effect; inconclusive means small, poorly fitted or top-dose-only effect, or another doubt; inactive means no such curve, though single readings can be large; an effect the other way counts as inactive or inconclusive.
SMILES,Eya2 phos inh,Tb PFK inh,TSHR antag,S-ASM inh,PTAP TSG101 blk,Chronic BCR inh,ELG1 DNA repair,Mito fusion act,TCR activator,a7 integrin act,AT treatment
CS(=O)(=O)N1CCN(c2ccc(NC(=O)CSc3nnc(-c4ccco4)o3)cc2)CC1,7%,-1%,1,0%,1%,6%,3%,-1%,1%,13%,2%
COc1cc2c(cc1OC)CN(C(=O)/C=C/c1ccccc1[N+](=O)[O-])CC2,10%,3%,19,-3%,-9%,-17%,13µM*,?,8%,-48%[inhibitor],4%
COc1ccc(OCCCC(=O)Nc2cccc(C(C)=O)c2)cc1,-5%,2%,38,-2%,0%,?,18µM*,-2%,3%[46.1 µM],15%,6%
Cc1ccc(S(=O)(=O)N2CCOCC2)cc1C(=O)Nc1cc(Cl)ccc1N1CCOCC1,19%,-2%,2,0%,-5%,0%,-17%,11%,-8%,-14%,1%
CCCN1CCN(C(=O)Nc2ccc(OCC)cc2)CC1,-9%,-11%,-8,3%,-5%,-30%,9%,-3%,5%,3%,-3%
COc1ccc(/C(C)=N/OCC(=O)N2CC3(C)CC2CC(C)(C)C3)cc1 (stereo not drawn),-3%,-3%,0,-4%,-1%,3%,3%,15%,-1%[46.1 µM],-8%,-3%
Cc1cc(F)ccc1S(=O)(=O)N1CCCOC1CNC(=O)C(=O)NC1CCCC1 (stereo not drawn),13%,-6%,9,0%,0%,-1%,-1%,0%,·,-21%,5%
CCNC(=O)NC(=O)CSc1nc2ccccc2n1CC(C)C,5%,0%,5,-1%,4%,5%,21%,-1%,4%,19%,3%
Cc1c(C#N)c(SCC(N)=O)nc2c1CCCC2,-7%,-2%,-5,2%,-4%,4%,2%,4%,-5%,1%,1%
CCOC(=O)c1c(NC(=O)CSc2nc3ccccc3o2)sc(C(C)=O)c1C,-3%,4%,-9,-11%,12%,-2%,-3%,29%,-1%[46.1 µM],2%,15%
COC(=O)c1ccc(N)nc1,2%,5%,2,3%,-1%,0%,0%,-2%,-6%,35%,0%
CCCn1c(N)c(C(=O)COC(=O)CNC(=O)c2ccc(C)c(C)c2)c(=O)n(C)c1=O,22%,14%,-22,-2%,1%,3%,-16%,-4%,·,18%,6%
COC(=O)C1=C(C)NC(=O)C1(NS(=O)(=O)c1ccc(C)cc1)C(F)(F)F (stereo not drawn),-23%,1%,0,1%,-4%,-9%,5%,-3%,4%,?,2%
COCCNC(=O)c1cc(OC)c(OC)cc1[N+](=O)[O-],0%,-3%,-1,2%,-2%,2%,4%,2%,-2%,12%,2%
CCOC(=O)c1ccc(NC(=O)Cn2nnc(-c3ccccc3F)n2)cc1,-10%,-9%,6,-7%,-1%,1%,-2%,11%,1%[46.1 µM],?,4%
COCCn1nnnc1C(C(C)C)N1CCN(C(=O)c2ccco2)CC1 (stereo not drawn),-1%,1%,-2,0%,0%,0%,2%,-4%,5%,-11%,5%
O=C(COC(=O)/C=C/c1cccs1)Nc1ccc(Cl)cc1F,-7%,3%,-15,1%,-1%,3%,-3%,·,2%,26%,-2%
O=C(OCCC1Oc2cccnc2NC1=O)c1ccc(Cl)cc1 (stereo not drawn),5%,0%,-6,-1%,-5%,0%,4%,19%,1%,28%,12%
CCN(CC(=O)Nc1ccc2c(c1)OCO2)S(=O)(=O)c1ccccc1,-4%,-3%,-1,2%,-2%,5%,2%,4%,4%,25%,-2%
CCN(CC(=O)NCc1cccs1)C(=O)c1cccc(S(=O)(=O)N(C)C)c1,8%,-2%,0,4%,1%,0%,2%,·,4%,-25%,-1%
Cc1ccc(S(=O)(=O)N2CCC(C(=O)NNC(=O)c3ccccc3O)CC2)cc1,0%,-8%,-5,4%,-2%,19%,2%,0%,-5%,-14%,-4%
O=C(CCCN1C(=O)S/C(=C\C=C\c2ccccc2)C1=O)Nc1ccc(O)cc1,7%,-3%,-12,-2%,-2%,?,?,3%,3%,-40%,-3%
N/C(COc1ncn(-c2ccccc2)n1)=N\S(=O)(=O)c1ccc(Cl)cc1Cl,-5%,-3%,4,6%,1%,-12%,16µM*,2%,-2%,0%,-5%
O=C(Nc1nnc(-c2ccc3c(c2)OCCO3)o1)c1ccc(Cc2ccccc2)cc1,11%,4%,-3,3%,-2%,25%,-11%,6%,-4%,-21%,7%
CCN=C(Nc1ccc(Cl)cc1)c1cccnc1,-1%,1%,-1,6%,-11%,-7%,12%,-2%,9%,13%,1%

# Following part:
SMILES,Eya2 phos inh,Tb PFK inh,TSHR antag,S-ASM inh,PTAP TSG101 blk,Chronic BCR inh,ELG1 DNA repair,Mito fusion act,TCR activator,a7 integrin act,AT treatment
CCN1CCN(c2ccc(S(=O)(=O)N3CCCCC3)cc2NC(=O)Cc2ccc(OC)cc2)CC1,4%,-2%,1,0%,0%,-1%,3%,-2%,·,-40%,16%
CC(C)CCNC(=O)c1ccc(NC(=O)C2=CSCCO2)cc1,0%,1%,-10,5%,1%,7%,30%,4%,-4%,-19%,5%
CCN(CC)CCN(C)Cc1ccc(Br)cc1,-21%,-16%,45,0%,-14%,10%,0%,-7%,·,-26%,1%
C/C(=N\NC(=O)CCCC(=O)O)c1c(-c2ccccc2)c2cc(Cl)ccc2[nH]c1=O,-13%,2%,12,·,·,2%,19%,2%,-2%,·,3.5µM*
CCCc1nc(N2CCOCC2)c2sc(=S)n(-c3ccccc3)c2n1,4%,-16%,5,·,·,?,6%,2%,·,·,2%
O=C1C(=O)N(CCO)C(c2ccc(Br)cc2)/C1=C(\O)c1ccccc1 (stereo not drawn),2%,1%,7,3%,-7%,-2%,-7%,0%,0%,24%,-1%
Cc1ccc(C2SCC(C(=O)O)N2C(=O)c2ccc(F)cc2)cc1 (stereo not drawn),3%,2%,3,7%,-1%,1%,-12%,-3%,-4%[46.1 µM],-5%,-1%
O=C(c1ccc(Br)cc1)N1CCCc2ccccc21,6%,-4%,-17,0%,0%,7%,3%,-4%,-6%,?,5%
O=C(Nc1ccc(F)c(F)c1)c1ccc(F)c(S(=O)(=O)N2CCOCC2)c1,21%,-18%,-9,·,·,0%,?,-1%,·,·,1%
COC(=O)c1ccc(CSc2nnc(NC(=O)C3CCCO3)s2)cc1 (stereo not drawn),-34%,0%,-4,-6%,-3%,-18%,17%,3%,2%,10%,0%
CCn1c(CNc2ccc(F)cc2)nnc1SCC#N,17%,-5%,0,6%,-3%,-3%,-6%,-5%,-3%,13%,0%
Cc1ccccc1CS(=O)(=O)Cc1ccc(C(=O)NC2CCCC2)o1,1%,0%,7,2%,-2%,9%,-8%,-21%,-2%,?,9%
O=C(CCc1ccccc1)Nc1ccc(NC(=O)C2CC2)nc1,19%,0%,-1,-1%,-1%,0%,2%,2%,3%,6%,-3%
CCOc1ccc(S(=O)(=O)NNC(=S)Nc2ccc(Br)cc2)cc1,2%,1%,2,3%,6%,?,-17%,-6%,1%[46.1 µM],5%,3%
Cc1ccc(Cn2c(=O)oc3ccccc32)cc1,-18%,3%,1,4%,-5%,0%,-12%,2%,-12%,31%,3%
CCOC(=O)C1CCCN(C(=O)COc2ccccc2O)C1 (stereo not drawn),1%,2%,7,-1%,-1%,?,4%,-5%,2%,5%,·
CN1CCN(C2=Cc3ccccc3Sc3cc(F)ccc32)CC1,-3%,1%,-7,-2%,-4%,-2%,-10%,-9%,-1%[46.1 µM],-56%[inhibitor],3%

# Rows are unselected. About 3.2% of those tested had a hit in this group.
